Source: PubChem BioAssay
PP1 counter: PP1-alpha phosphatase inhibitors, primary screen, counter-screen for PP5 inhibitor project, biochemical, fluorescence, OMFP substrate, single point | purified PP1alpha | inhibition, % at 6.7 µM | 320,000 tested, 0.9% active | AID 2235, 2010;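 active = inhibition above the mean inhibition of all tested compounds plus 3 SD, computed separately for each screening campaign, cut at about 15% in these data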
Target sequence (P62136 whole entry, looked up): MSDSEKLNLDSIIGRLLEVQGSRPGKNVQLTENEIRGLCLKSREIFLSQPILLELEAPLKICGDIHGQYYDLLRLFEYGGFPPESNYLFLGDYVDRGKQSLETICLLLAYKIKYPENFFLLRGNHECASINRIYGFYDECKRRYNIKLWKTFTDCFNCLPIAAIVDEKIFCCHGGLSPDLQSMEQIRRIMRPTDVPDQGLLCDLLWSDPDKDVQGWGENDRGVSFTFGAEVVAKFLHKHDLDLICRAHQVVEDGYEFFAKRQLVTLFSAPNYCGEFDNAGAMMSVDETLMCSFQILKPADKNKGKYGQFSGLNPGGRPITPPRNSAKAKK
GASC-1 inh: inhibitors of GASC-1 histone demethylase, primary screen, biochemical, fluorescence, DELFIA europium; inhibition, % at 2.35 µM; 330,000 tested, 0.069% active; AID 2099, 2009; Lysine-specific demethylase 4C (Homo sapiens), Q9H3R0; GST-JMJD2C(1-420) H3K9me3 demethylation;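 active = more than half of a compound's replicate wells show inhibition beyond 50%, single wells judged on their own value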;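 note: signal counts dimethyl H3K9 product captured on neutravidin plate; 0% = median of DMSO wells and 100% = 0.3 times that DMSO median; strong numbers were not always called active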
Target sequence (Q9H3R0 1-420 limits assumed): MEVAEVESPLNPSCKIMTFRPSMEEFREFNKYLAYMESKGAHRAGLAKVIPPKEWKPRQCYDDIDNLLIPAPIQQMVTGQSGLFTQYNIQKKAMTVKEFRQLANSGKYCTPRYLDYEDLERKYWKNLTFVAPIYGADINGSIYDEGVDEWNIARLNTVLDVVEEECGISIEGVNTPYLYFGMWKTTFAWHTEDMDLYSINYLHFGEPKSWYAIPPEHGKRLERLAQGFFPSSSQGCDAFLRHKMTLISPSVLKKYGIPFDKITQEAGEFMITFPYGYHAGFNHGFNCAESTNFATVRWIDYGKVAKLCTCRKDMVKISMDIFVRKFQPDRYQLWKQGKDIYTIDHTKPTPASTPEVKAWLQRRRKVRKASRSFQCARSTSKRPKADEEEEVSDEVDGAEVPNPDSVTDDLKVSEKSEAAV
procasp7 counter: procaspase-7 activators, primary screen, counter-screen for procaspase-3 activator project, biochemical, absorbance, HTS, human; recombinant procaspase-7, Ac-DEVD-pNA absorbance 405 nm; D23A/D198A/D206A triple mutant, cannot self-cleave; scale: DMSO 0, 5 µM enzyme 100; activation, % at 8.5 µM; 330,000 tested, 0.093% active; AID 463210, 2010;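 active = percent activation above the screen-wide mean plus 3 SD, cut at about 25% in these data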
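Test system: Procaspase-7 triple mutant (PC-7 D3A). Also added: Ac-DEVD-pNA substrate, 400 µM as added. Schedule: 1 h enzyme–compound preincubation and 2 h substrate reaction, both 25 °C. Signal: p-Nitroaniline absorbance at 405 nm, read at 0 and 120 min. Control set: low DMSO alone, high DMSO plus 5 µM PC-7.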
proCasp3 act: activators of human procaspase-3 D3A mutant, primary screen, biochemical, absorbance, PC-3 D3A mutant, single concentration; Caspase-3 (Homo sapiens), P42574; recombinant procaspase-3 D3A, Ac-DEVD-pNA absorbance 405 nm; activation, % at 8.5 µM; 330,000 tested, 0.11% active; AID 463141, 2010;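 active = activation above the mean of all tested compounds plus 3 SD, cut at about 21% in these data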;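 note: 0% = DMSO alone and 100% = DMSO wells spiked with extra 5 µM PC-3 D3A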
Target sequence (P42574 whole entry D9A/D28A/D175A): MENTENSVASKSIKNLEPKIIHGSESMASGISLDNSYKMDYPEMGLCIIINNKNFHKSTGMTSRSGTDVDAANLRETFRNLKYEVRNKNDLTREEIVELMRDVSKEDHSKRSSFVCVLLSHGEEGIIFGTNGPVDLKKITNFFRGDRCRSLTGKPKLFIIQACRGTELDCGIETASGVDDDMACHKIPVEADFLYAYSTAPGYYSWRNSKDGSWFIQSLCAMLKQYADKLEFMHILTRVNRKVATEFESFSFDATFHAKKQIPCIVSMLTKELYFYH
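Assay system: Autoprocessing-dead procaspase-3 D3A mutant enzyme; also added: Ac-DEVD-pNA; doses: one concentration, 8.5 µM nominal, 0.8% DMSO; times: 1 h compound preincubation, 2 h substrate hydrolysis at 25 °C; technique: 405 nm absorbance of p-nitroaniline, reads at 0 and 120 min; measure: % activation between DMSO and enzyme-spiked controls; repeats: single replicate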
GRK2 inh: compounds blocking aptamer binding on GRK2 – biochemical, human GRK2, bead flow cytometry, HTS, primary screen; Beta-adrenergic receptor kinase 1 (Homo sapiens), P25098; FAM-aptamer displacement from GRK2; inhibition of aptamer binding, % at 10 µM; 330,000 tested, 0.59% active;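 active = inhibition of aptamer binding above 40%, roughly 3 SD of noise, on plates passing a quality check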;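 note: median bead fluorescence of bound FAM aptamer so fluorescent compounds give negative values; no value below 0 was filed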
PP5 primary: PP5 phosphatase inhibitors, primary screen, biochemical, fluorescence; Serine/threonine-protein phosphatase 5 (Homo sapiens), P53041; purified PP5c, OMFP substrate fluorescence; inhibition, % at 6.7 µM; 320,000 tested, 0.18% active; AID 1987, 2009;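 active = inhibition above the campaign's mean inhibition across all tested compounds plus 3 SD, cut at about 9.5% in these data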;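 note: 0% = DMSO only and 100% = 100 µM cantharidin control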
core dimer inh: inhibitors of HCV core protein dimerization, primary screen, biochemical, TR-FRET, high-throughput. 300,000 tested, 0.33% active. inhibition, % at 5 µM. AID 1899, 2009. TR-FRET GST/Flag-core106 dimerization, 1536-well;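 active = inhibition above the mean of all tested compounds plus 3 SD, set per screening campaign, cut at about 45% in these data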
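Assay system: Tagged HCV core106 pair (GST and Flag) | Buffer or medium: KF-containing HEPES buffer, pH 7.45, DTT, CHAPS, BSA | Also added: Eu donor and XL665 acceptor anti-tag antibodies | Dosing: One concentration, 5 µM, in 0.5% DMSO | Timing: 4 h at 22.5 °C | Technique: TR-FRET 671 and 617 nm emission | Repeats: Singlicate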
Fh CTSL1 inh: Fasciola hepatica cathepsin L1 inhibitors, primary screen, counter-screen for PFM18AAP inhibitor project, biochemical, QFRET, fluorogenic peptide substrate; recombinant F. hepatica cathepsin L1, Z-Leu-Arg-MCA fluorescence; inhibition, % at 5.96 µM; 300,000 tested, 0.49% active;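 active = inhibition above the mean of all tested compounds plus 3 SD, set per screening campaign, cut at about 17% in these data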;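 note: 0% = plate median of test compound wells and 100% = 1 µM Z-Phe-Ala-diazomethylketone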
VLA-4 inh: inhibition in human VLA-4 binding assay, primary screen, VLA-4 allosteric modulator project, MLPCN library, flow cytometry, VLA-4 expressing cells. ligand binding flow cytometry. Integrin alpha-4 (Homo sapiens), P13612. inhibition, % (about 7 µM as worked out from the volumes in the protocol). 330,000 tested, 0.2% active; in the data active = inhibition above about 50%
* = called active by the depositor; · = no result given; & = joins results of further samples.

cpd	Structure	PP1 counter	GASC-1 inh	procasp7 counter	proCasp3 act	GRK2 inh	PP5 primary	core dimer inh	Fh CTSL1 inh	VLA-4 inh
1	Cc1onc(-c2c(Cl)cccc2Cl)c1C(=O)Nc1ccc2c(c1)OCO2	-3.1	3.5	10.2	-10.9	0.0	1.2	5.8	-3.0	11.0
2	CC(=C/c1ccccc1)/C=N/NC(=O)c1nnn(-c2nonc2N)c1CN1CCC(C)CC1	8.6	-3.6	-3.5	2.5	0.0	4.9	17.3	2.9	13.5
3	CC(Sc1nnc(-c2ccco2)n1N)C(=O)NC1CCCCC1C (centres undefined)	-4.4	-0.1	-16.1	13.2	5.0	1.9	·	·	1.9
4	C#CCOCCOCCOCCNc1nc(N2CCN(C(=O)CCCCCCCCCCNC(=O)[C@H](CCCCN)n3cc(C[C@@H](C)CC)nn3)CC2)nc(N2CCN(C(=O)CCCCCCCCCCNC(=O)[C@H](CCCCN)n3cc(C[C@@H](C)CC)nn3)CC2)n1	55.2*	-13.8	9.3	-13.3	0.0	1.9	11.7	3.7	34.0
5	COc1ccc(CNC(=O)CCNS(=O)(=O)c2ccc(C)cc2)cc1	0.7	6.7	2.5	2.8	26.0	1.0	-3.6	0.8	-1.1
6	CS(=O)(=O)N(CC(=O)Nc1ccc(Br)cc1)C1CCCCC1	-1.8	-0.8	1.3	-11.9	0.0	3.6	0.1	-2.9	-6.5
7	CCc1nc(SCC(=O)NCc2ccco2)c2c(=O)n(C)c(=O)n(C)c2n1	-3.6	-2.7	-1.9	5.4	0.0	0.8	10.3	0.1	-5.1
8	CC1CCCCC1NC(=S)Nc1ccc(SC(F)F)cc1 (centres undefined)	3.6	0.5	-1.2	11.5	0.0	5.5	9.2	2.1	8.4
9	O=C(O)CSC(=S)N1CCCCC1	-6.2	-3.2	-9.1	5.1	0.0	1.3	1.9	-3.0	-4.9
10	CCCCn1c(N)c(N(CCOC)C(=O)COC(=O)COc2cc(C)ccc2Cl)c(=O)[nH]c1=O	-3.3	0.2	0.1	1.5	2.0	1.1	-4.0	-6.4	6.0

From no. 7 to 9, as listed above:
cpd	Structure	PP1 counter	GASC-1 inh	procasp7 counter	proCasp3 act	GRK2 inh	PP5 primary	core dimer inh	Fh CTSL1 inh	VLA-4 inh
7	CCc1nc(SCC(=O)NCc2ccco2)c2c(=O)n(C)c(=O)n(C)c2n1	-3.6	-2.7	-1.9	5.4	0.0	0.8	10.3	0.1	-5.1
8	CC1CCCCC1NC(=S)Nc1ccc(SC(F)F)cc1 (centres undefined)	3.6	0.5	-1.2	11.5	0.0	5.5	9.2	2.1	8.4
9	O=C(O)CSC(=S)N1CCCCC1	-6.2	-3.2	-9.1	5.1	0.0	1.3	1.9	-3.0	-4.9

(more compounds)
cpd	Structure	PP1 counter	GASC-1 inh	procasp7 counter	proCasp3 act	GRK2 inh	PP5 primary	core dimer inh	Fh CTSL1 inh	VLA-4 inh
11	COCn1ccnc1C(O)(c1ccc(OC)cc1)c1ccc(OC)cc1	-0.4	-2.6	5.1	-1.7	0.0	-3.2	-6.8	0.4	0.9
12	CSc1ccccc1NC(=O)CSc1nnc(COc2ccccc2)o1	2.2	4.3	4.8	-1.9	0.0	1.8	-1.2	-2.7	3.4
13	NC(=O)c1oc2ccccc2c1NC(=O)C1COc2ccccc2O1 (centres undefined)	-9.7	-1.0	11.1	-3.2	2.0	6.6	-3.3	4.4	5.9
14	O=c1cc(O)c(-c2cccc(C(F)(F)F)c2)c(Cl)[nH]1	-4.2	-25.5	0.3	0.3	0.0	3.9	-0.5	-0.5	-9.6
15	CCN(CC)S(=O)(=O)c1cc(NC(=O)CO/N=C(\N)c2ccccc2Cl)ccc1C	0.5	·	12.0	3.2	0.0	3.0	·	·	-93.0
16	CC(=Nc1ccc(C)cc1C)c1sc2ccccc2c1O	3.0	-0.6	-4.3	-6.4	0.0	0.3	4.8	-2.2	0.6
17	CC(C)(C)OC(=O)C[C@@H]1C/C=C\C[C@H](CC(=O)NCCO)C(=O)N2CCC[C@H]2COC1=O	·	-6.5	10.4	13.7	19.0	·	·	·	11.4
18	COc1ccc(OC)c(-c2csc(N(C)C(=O)Cc3ccccc3)n2)c1	-3.3	5.9	6.2	4.8	1.0	-0.8	1.4	2.7	0.8
19	CC(C)(C)c1ccc(OC(=O)Cn2c(C(F)(F)F)nc3ccccc32)cc1	3.2	6.7	-1.3	-17.7	1.0	6.7	0.3	6.5	0.0
20	O=C(CNC(=O)c1cccc(Br)c1)N/N=C/c1cc(Br)cc(Br)c1O	6.9	-14.7	6.8	4.5	0.0	3.4	-20.5	-2.3	7.2
21	O=C(/C=C/c1ccccc1[N+](=O)[O-])N1CCCCC1	-0.7	-4.6	5.9	2.0	3.0	1.8	-0.3	-1.1	14.9
22	Cc1ccc2nc(SCC(=O)NC3CC3)[nH]c2c1	-5.3	4.2	-2.9	14.2	2.0	-1.9	0.2	-0.1	-7.6
23	CCOC(=O)N1CCN(C(=O)c2c[nH]c3ccc(S(=O)(=O)N(C)c4ccc(F)cc4)cc3c2=O)CC1	-3.4	-22.1	12.1	-2.4	0.0	-0.4	3.9	-4.4	-7.0
24	Cc1cc(C)cc(NC(=O)CSc2nnc(Cn3c(=O)sc4ccccc43)n2C)c1	-2.6	-1.3	8.4	8.9	0.0	-0.5	3.5	-1.2	3.9
25	COc1ccccc1CNC(=O)CN(c1ccc(C)cc1)S(=O)(=O)c1c(C)noc1C	-0.7	-13.8	1.6	4.6	0.0	0.8	0.6	-2.1	25.9
26	O=C(NC(=S)NCc1ccncc1)c1ccccc1	-1.6	4.2	-4.0	-4.3	2.0	0.9	3.8	-1.4	4.4
27	O=C(Nc1ccccc1N1CCCCC1)c1ccc(-c2cc(Cl)ccc2Cl)o1	-1.5	6.5	-3.1	2.2	0.0	0.3	-0.5	-0.3	7.5
28	COc1ccc(N2CCN(c3cc(C)c4ccccc4n3)CC2)cc1	-6.3	-27.6	0.1	-1.4	0.0	-1.6	-0.4	-3.2	11.0
29	CC(C)CN1CCNC(=O)C1CC(=O)NCCCN1CCCc2ccccc21 (centres undefined)	-0.5	-5.8	-2.6	2.9	0.0	2.3	2.4	-2.6	0.4
30	O=C(c1ccco1)N1CCN(C2CC(=O)N(c3ccccc3)C2=O)CC1 (centres undefined)	-4.8	3.8	8.5	-7.8	0.0	-0.8	6.5	-0.8	14.8
31	COc1ccc(O)c(C(=O)c2cnc3c(c2)c(-c2ccc(F)cc2)c(C#N)c(=O)n3C)c1	7.7	2.7	-1.9	-3.6	3.0	1.9	11.8	1.1	5.5
32	Cc1cc(C)n(CC(=O)NNC(=O)CCNC(=O)c2ccccc2Cl)n1	-2.0	-18.0	4.2	1.5	1.0	-1.1	1.2	-1.6	3.3
33	O=C(CNC(=O)c1ccc2ccccc2c1)NCc1ccc(F)cc1	0.9	-17.7	11.1	-2.3	1.0	1.9	-0.1	-1.6	14.6
34	COCCNC(=S)NNc1cccc(C(=O)O)c1	-0.9	19.2	-10.5	-6.6	2.0	-1.1	3.1	1.5	4.1
35	O=C(Nc1ccc([N+](=O)[O-])cc1Br)c1cc2ccccc2nc1Cl	12.8	1.6	-3.1	0.8	2.0	-1.5	9.6	3.2	-5.0
36	CC(CCCC(C)(C)O)NC(=O)c1cc(COc2ccc3ncccc3c2)on1 (centres undefined)	0.9	2.5	8.8	3.3	1.0	0.8	0.7	-4.3	-1.2
37	COc1cc(OC)cc(C(=O)Nc2ccccc2NC(C)=O)c1	-5.9	-8.0	5.9	-4.3	0.0	-2.1	0.3	-3.4	0.0
38	COC(=O)[C@]1(Cc2ccccc2)N[C@H](CN(C)C(=O)Nc2ccc(C(F)(F)F)cc2)[C@@H]2C(=O)N(Cc3ccccc3)C(=O)[C@@H]21	·	5.7	13.2	5.6	0.0	·	·	·	11.9
39	COc1ccc(CNC(=O)C2C3C=CC4(CN(Cc5cccnc5)C(=O)C24)O3)cc1 (centres undefined)	-2.1	20.1	5.4	-4.9	0.0	-1.9	-0.4	-6.0	-0.1
40	Cc1sc(NC(=O)CN2CCCC2)nc1-c1ccc2c(c1)CCN2C(=O)c1cccc(F)c1	5.2	-5.5	3.2	9.0	0.0	1.2	9.2	2.4	-0.3
41	COc1ccc(-c2nnc(SCC(=O)c3ccc[nH]3)n2-c2ccccc2)cc1	-4.2	4.4	-0.6	1.6	5.0	-0.4	27.9	-1.1	-6.5
42	CCN(CCNC(=O)C1CCN(Cc2nc(-c3ccc(Cl)cc3)oc2C)CC1)c1ccccc1	6.0	-47.7&-2.7	3.7	-2.2	0.0	2.9	2.1	0.3	8.4
43	CCOc1ccc(-c2cc(CCCC(=O)NCCCOC)no2)cc1	-1.2	4.9	7.9	2.1	1.0	3.0	2.2	-1.8	14.0
44	Cc1ccccc1NC(=O)Cc1nc(COC(=O)CCNS(=O)(=O)c2ccccc2)cs1	0.6	-9.1	1.7	-5.5	0.0	-2.2	-0.9	-11.6	-2.5
45	COc1ccc(NC(=S)N(CCc2c(C)[nH]c3ccc(C)cc23)Cc2cccnc2)cc1	-0.8	4.5	2.0	8.5	0.0	2.1	-14.2	-3.5	3.4
46	COc1cccc(N2CN(C3CCCCC3)CNC2=S)c1	-6.2	·	3.8	-4.1	0.0	3.9	-2.2	-5.1	-3.6
47	CC(=O)c1cccc(S(=O)(=O)NCCC(=O)Nc2ccc(S(N)(=O)=O)cc2)c1	-1.7	4.6	11.4	10.3	0.0	2.3	-9.2	1.7	38.2
48	O=c1cc(N2CCCCC2)[nH]c(=O)n1C1CCCCC1	-3.0	-29.1	-15.0	5.5	4.0	2.3	0.5	-1.8	0.0
49	CCCCCCCN=C(C)c1ccccc1O	-2.9	1.1	0.6	-19.1	0.0	2.5	-2.7	-3.6	-4.7
50	Cc1ccc(CNC(=O)Nc2ccccc2)cc1	3.9	-3.9	-2.6	1.0	0.0	2.9	-4.7	-3.4	2.2
51	CCCc1c(C(=O)N/N=C/c2c(OC)ccc3ccccc23)nnn1-c1nonc1N	4.0	-3.5	6.1	2.9	2.0	2.2	13.3	-4.8	3.3
52	O=C(c1ccc(CS(=O)c2cccc(Cl)c2)o1)N1CCOCC1 (centres undefined)	-1.0	-4.8	-1.2	0.9	6.0	-0.2	6.5	0.0	-0.8
